Source: PubChem (National Center for Advancing Translational Sciences (NCATS))
PNC inhibitor – perinucleolar compartment assembly inhibition; activity change (PNC), negative = inhibition, % at 10 µM; actives 3.1% (n = 140,000); AID 2417; PC3M PTB-GFP, PNC prevalence imaging, 16 h; active compounds read low;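 active means readout at or below -70, meaning at least 70% loss of cells showing the perinucleolar compartment, a nuclear body marking cancer cells; inconclusive means readout between -30 and a set limit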;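 further: plate controls were DMSO wells for no effect and camptothecin positive control wells for full effect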
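PC3M cells stably expressing PTB-GFP, 750–1000 cells/well, treated 16 h at 37 °C with compound (23 nl of library stock), in duplicate. After paraformaldehyde fixation and Hoechst stain, imaged at 20x; PNC prevalence scored by image analysis.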
12-hLO inh – 12-hLO (ALOX12) enzyme inhibition; P18054; purified 12-hLO, xylenol orange hydroperoxide absorbance; Potency, µM (highest dose often 57.1 µM), for the others: top-dose activity change, negative = inhibition, most hits filed as inhibitors; actives 0.12% (n = 150,000); AID 1452; further: potency means the concentration at half of the fitted maximal effect; nearly all actives have a fitted effect of over 55% in size; many of its hits are not listed in these tables
Target sequence (P18054 whole entry, looked up): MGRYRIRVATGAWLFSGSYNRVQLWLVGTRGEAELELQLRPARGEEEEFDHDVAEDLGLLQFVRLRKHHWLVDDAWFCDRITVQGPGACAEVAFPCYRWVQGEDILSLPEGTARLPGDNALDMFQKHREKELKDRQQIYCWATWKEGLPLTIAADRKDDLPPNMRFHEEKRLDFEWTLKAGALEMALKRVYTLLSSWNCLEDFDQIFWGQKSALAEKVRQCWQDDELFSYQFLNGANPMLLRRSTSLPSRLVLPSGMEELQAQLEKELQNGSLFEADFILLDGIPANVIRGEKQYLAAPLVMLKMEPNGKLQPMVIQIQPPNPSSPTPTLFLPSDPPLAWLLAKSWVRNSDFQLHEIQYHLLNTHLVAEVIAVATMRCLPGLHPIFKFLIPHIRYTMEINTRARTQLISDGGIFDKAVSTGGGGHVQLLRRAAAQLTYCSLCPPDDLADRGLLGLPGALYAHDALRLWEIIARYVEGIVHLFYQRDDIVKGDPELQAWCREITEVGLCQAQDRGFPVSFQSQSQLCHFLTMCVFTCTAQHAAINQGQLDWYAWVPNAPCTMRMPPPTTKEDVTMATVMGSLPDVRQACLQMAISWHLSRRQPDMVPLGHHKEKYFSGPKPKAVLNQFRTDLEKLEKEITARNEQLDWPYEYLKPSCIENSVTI
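Hydroperoxide output read as Fe(III)-xylenol orange absorbance, 573-to-405 nm ratio, after 30 min reaction with 40 uM arachidonic acid. Enzyme: 150 nM purified human 12hLO, 15 min compound preincubation; 25 mM Hepes pH 7.0, room temperature.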
IMPase inh – IMPase inhibition in cells; CHO-M1 cells, IP1 accumulation, HTRF TR-FRET ratio; inhibition (IP1 accumulation), % at 46.1 µM; P97697; 120,000 tested, under 10 active; active means well fitted curve in the direction sought with a large enough effect in the signal ratio, not every such curve was filed as active; inconclusive means small, poorly fitted or top-dose-only effect, or a change in a side signal; inactive means no such curve, though single readings can be large or run the other way; the % refers to the signal ratio;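 further: cells stimulated with carbachol in lithium chloride buffer; plate controls were DMSO basal wells for no effect and reference inhibitor wells for full effect; higher means more IMPase inhibition seen as more IP1 and lower FRET ratio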
Target sequence (P97697 whole entry, looked up): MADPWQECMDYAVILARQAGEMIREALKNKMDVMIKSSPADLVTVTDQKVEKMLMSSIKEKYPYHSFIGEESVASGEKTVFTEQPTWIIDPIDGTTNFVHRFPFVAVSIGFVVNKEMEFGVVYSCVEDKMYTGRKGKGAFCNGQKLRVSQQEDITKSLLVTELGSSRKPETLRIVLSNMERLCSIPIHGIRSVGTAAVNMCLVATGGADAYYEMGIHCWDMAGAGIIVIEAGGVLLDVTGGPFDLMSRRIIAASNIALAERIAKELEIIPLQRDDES
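Cellular IMPase inhibition is scored as a rise in cytosolic IP1, detected by competitive TR-FRET between d2-labelled IP1 and a europium anti-IP1 antibody. M1-expressing CHO cells were stimulated with carbachol for 30 min at 37C, with lithium (50 mM LiCl) present in the buffer.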
15-hLO-2 inh – blocks human 15-lipoxygenase 2 activity. purified 15hLO-2, xylenol orange hydroperoxide absorbance. Potency, µM (highest dose often 57.1 µM), inactives show top-dose activity change, negative = inhibition, actives largely listed as inhibitors. O15296. actives 0.56% (n = 110,000); further: potency means the concentration at half of the fitted maximal effect; nearly all actives have a fitted effect of over 60% in size; many of its hits are not listed in these tables
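Purified human 15hLO-2 (50 nM final) preincubated with compounds 15 min at room temperature in 25 mM Hepes pH 7.5, 0.01% Triton X-100, then 45 uM arachidonic acid added for 90 min; hydroperoxide detected via ferrous/xylenol orange, 573/405 nm absorbance ratio.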
The depositor's hits bear a star; ? = inconclusive; · = no result given; & = joins results of further samples; [ ] = another dose, or the depositor's remark. Unless noted, the call rests on the fitted dose curve; in most records, active means well fitted curve in the direction sought with a large enough effect; inconclusive means small, poorly fitted or top-dose-only effect, or another doubt; inactive means no such curve, though single readings can be large; an effect the other way counts as inactive or inconclusive. Unless noted, on the % scale 0 is the no-effect control and ±100 the full control effect. Compounds were not picked by outcome; any-hit rate near 3.1%.

compound,PNC inhibitor,12-hLO inh,IMPase inh,15-hLO-2 inh
CC(C)C(=O)Nc1cccc(-c2nc3ccccc3c(=O)o2)c1,30,2%,?,·
CCCCN(Cc1ccccc1)C(=O)C1CCN(Cc2sccc2C)CC1,30,0%,·,·
COc1ccccc1CC(NC(C)=O)C(=O)N1CCN(C(=O)c2cccs2)CC1 (stereo not drawn),-14,-1%,-2,·
Cc1cc(O)c(C(C)C)cc1NC(=O)c1cccc(Cl)c1,82,1%,2,-13%
CC(=O)N1CSCC1C(=O)N1CCN(c2ccc(N3CCOCC3)nn2)CC1 (stereo not drawn),41,2%,3,4%
CCOC(=O)C1(C)NC(c2ccco2)C2C(=O)N(c3ccc(C)cc3)C(=O)C21 (stereo not drawn),22,1%,9[0.0738 µM],·
CSCCC(NC(N)=O)C(=O)NCc1ccccc1Cl (stereo not drawn),30,0%,-1,0%
O=C(NCCSc1c[nH]c2ccccc12)c1ccco1,-5,1%,-3,·
O=C(O)c1ccc2nc(CO)[nH]c2c1,-18,2%,4,5%
CCN1CCCC1CNC(=O)Cn1cc2c(n1)CCC(C)C2 (stereo not drawn),?,7%,0,4%
COC(=O)Cc1cc(=O)n2[nH]c(C(F)(F)F)nc2n1,46,5%,-2,-4%
O=C(c1cc2n(n1)C(C(F)(F)F)CC(c1ccco1)N2)N1CCc2ccccc2C1 (stereo not drawn),?,-17%,0,-12%
CCOc1ccc(NC(=O)CNC(=O)COc2ccccc2)cc1,49,5%,-3,·
O=C(CN(c1cccc([N+](=O)[O-])c1)S(=O)(=O)c1ccccc1)N(Cc1ccccc1)Cc1ccccc1,8,-2%,-2,·
Cc1ccc(OCCCn2cc(C#N)c3ccccc32)cc1,-21,-11%,20,·
COc1cccc2c(=O)cc(C)n(CC(=O)Nc3ccccc3C)c12,32,8%,6,4%
COc1ccc(CCN(C)CCCN2CCc3cc(OC)c(OC)cc3CC2=O)cc1OC,·,0%[0.00818 µM],·,19%[0.0915 µM]
O=C(CCCC(=O)N(c1ccc2c(c1)OCCO2)C(C(=O)NC1CCCCC1)c1ccc(F)cc1)Nc1ccccn1 (stereo not drawn),?,6%,5,·
Cc1occc1-c1nnc(SCC(=O)N2CCc3ccccc32)o1,-29,-3%,-1,-5%
Cc1ccccc1Cn1nc(C)c(NC(=O)c2nc3n(n2)C(C(F)F)CC(C)N3)c1C (stereo not drawn),-2,0%,3,2%

Five records picked at random from the list so far, as already listed:
compound,PNC inhibitor,12-hLO inh,IMPase inh,15-hLO-2 inh
Cc1occc1-c1nnc(SCC(=O)N2CCc3ccccc32)o1,-29,-3%,-1,-5%
O=C(NCCSc1c[nH]c2ccccc12)c1ccco1,-5,1%,-3,·
COc1cccc2c(=O)cc(C)n(CC(=O)Nc3ccccc3C)c12,32,8%,6,4%
COc1ccccc1CC(NC(C)=O)C(=O)N1CCN(C(=O)c2cccs2)CC1 (stereo not drawn),-14,-1%,-2,·
CCN1CCCC1CNC(=O)Cn1cc2c(n1)CCC(C)C2 (stereo not drawn),?,7%,0,4%

Other results
compound,PNC inhibitor,12-hLO inh,IMPase inh,15-hLO-2 inh
CCC(=O)Nc1c(C(=O)N2CCN(c3ccccn3)CC2)cnn1-c1ccc(C)cc1,33,-1%,·,·
COCCn1nnnc1SCC(=O)c1ccc(F)cc1,53,-6%,·,·
O=C(CSc1nc2ccccc2c(=O)n1-c1ccc(F)cc1)NCc1ccco1,35,-4%,2,-6%
CC(CNS(=O)(=O)c1cc(Cl)ccc1Cl)CN(C)C (stereo not drawn),?,1%,2[1.84 µM],3%[11.4 µM]
CC(C)c1c(Cl)c(O)c(-c2ccccc2)c(=O)n1-c1ccc(F)cc1,18,-4%,·,·
CCOc1ncccc1C(=O)NCc1ccc(C)cc1,?,2%,8,·
COc1ccccc1N(CC(=O)NCC(C)C)S(=O)(=O)c1cccs1,15,2%,·,·
CCNC(=S)NNC(=O)c1csc(CC)c1,31,9%,14,·
O=C(N/N=C/c1ccc(Br)o1)c1ccc2c(c1)OCCO2,-13,2%,·,·
CN=C(Nc1ccc2c(c1)OCO2)SC1CC(=O)N(c2ccccc2)C1=O (stereo not drawn),22,-5%,9,·
CN(C)CCCN(C(=O)c1sc2ccccc2c1Cl)c1nc2ccc(F)cc2s1,-94*,1%,·,·
CC(C)c1ccc(C2C3CSCC=C3C(C#N)=C(N)C2(C#N)C#N)cc1 (stereo not drawn),12,-13%,-7,-27%
COc1ccc(C(=O)/C=C/N(C)C)cc1OC,-4,2%,0,0%
CCOC(=O)C1=C(C)NC(=O)NC1c1ccc(OC)c(Cl)c1 (stereo not drawn),?,-1%,3,0%
COc1ccc(S(=O)(=O)N2CCCC(C(=O)Nc3cccnc3)C2)cc1Cl (stereo not drawn),-6,4%,9,·
CCOC(=O)C(NCc1ccc(OC)cc1)(NC(C)=O)C(F)(F)F (stereo not drawn),73,-1%,·,·
O=C(NN1C(=O)C2C3C=CC(O3)C2C1=O)c1cccc(O)c1 (stereo not drawn),-29,-1%,-4,·
COc1cccc(-n2c(=O)[nH]cc(C(=O)Nc3ccc(NC(C)=O)cc3)c2=O)c1,45,0%,4,-4%
CC(CN(C)Cc1ccccc1)OC(=O)c1ccc(F)cc1 (stereo not drawn),?,-1%,-8,·
CCOC(=O)CC(=O)CSc1nc2cc(C)ccc2cc1C,3,2%,18,4%

(listing goes on)
compound,PNC inhibitor,12-hLO inh,IMPase inh,15-hLO-2 inh
COc1ccc2ccccc2c1/C=N/NC(=O)c1sc(N)c(C#N)c1C,-4,-5%,·,·
Cc1ccc(Nc2nc(NCCCN3CCOCC3)nc(N)c2[N+](=O)[O-])cc1,-3,-1%,·,·
COC(=O)c1cc(NC(=O)Cc2ccc(OC)cc2)cc(C(=O)OC)c1,-9,3%,-3,-6%
CCOc1ccc(CNC(=O)CCCc2cn(C)c3ccccc23)cc1OC,49,1%,·,·
CCC(C)NC(=O)c1ccc(CS(=O)(=O)Cc2ccc(Cl)cc2)o1 (stereo not drawn),33,0%,4,3%
CC[n+]1ccc(C)c2cc(S(=O)C(F)(F)F)ccc21 (stereo not drawn),-13,-5%,8,8%
Nc1nc(N2CCOCC2)nc(N(c2ccccc2)c2ccccc2)n1,38,-2%,-3,2%
CCC1OC(=O)CC(O)C(C)[C@@H](O[C@@H]2OC(C)[C@H](O[C@@H]3C[C@@](C)(O)C(O)C(C)O3)C(N(C)C)C2O)[C@H](CC=O)CC(C)C(=O)/C=C/C(C)=C/[C@@H]1COC1OC(C)C(O)C(OC)[C@@H]1OC (stereo partly drawn),·,-1%,·,0%
CC1(C)CC(=O)C(C(=O)CCCCC(=O)C2C(=O)CC(C)(C)CC2=O)C(=O)C1,-4,-4%,-4,6%
O=C(OCc1ccccc1)N1CCOCCOCCN(C(=O)OCc2ccccc2)CCOCCOCC1,28,11%,4,·
O=C(CSc1ncn(-c2ccccc2)n1)c1cccs1,-16,-5%,7,?
CN(C)c1ccc(C(=S)N2CCN(c3ccccc3)CC2)cc1,9,-8%,6,-3%
COc1cc(C)c(S(=O)(=O)N2CCN(C)CC2)cc1C,43,-5%,-2,1%
CC(C)=CCC/C(C)=C/C=N/NC(=O)c1ccc([N+](=O)[O-])cc1,-12,1%,9,·
CCN(CC)C(=O)c1cc2c(=O)n3cccc(C)c3nc2n1C,?,-4%,-4,5%
CC(C)OC(=O)C(CC(=O)O)NCc1ccccc1 (stereo not drawn),61,0%,-4,1%
CCCCC/C=C\C[C@@H](O)/C=C/C=C/C=C\[C@@H](O)CCCC(=O)O,·,-5%[0.00818 µM],·,-11%[0.0915 µM]
CCN1C(=O)C(O)(CC(=O)/C=C/C=C/c2ccccc2)c2ccccc21 (stereo not drawn),28,2%,9,-2%
Nc1ccc(Cc2nc3c(ccc4ccccc43)[nH]2)cc1,65,6%,4,20%
CCCCC[C@H](O)/C=C/[C@H]1[C@H](O)CC(=O)[C@@H]1C/C=C\CCCC(=O)O,·,-1%&-2%,·,19%

Sorted by the number under 15-hLO-2 inh (highest first): three from the list above.
compound,PNC inhibitor,12-hLO inh,IMPase inh,15-hLO-2 inh
CCN(CC)C(=O)c1cc2c(=O)n3cccc(C)c3nc2n1C,?,-4%,-4,5%
CCC(C)NC(=O)c1ccc(CS(=O)(=O)Cc2ccc(Cl)cc2)o1 (stereo not drawn),33,0%,4,3%
CCN1C(=O)C(O)(CC(=O)/C=C/C=C/c2ccccc2)c2ccccc21 (stereo not drawn),28,2%,9,-2%

Going on with the list:
compound,PNC inhibitor,12-hLO inh,IMPase inh,15-hLO-2 inh
COc1cc2c(=O)c(-c3ccc(O)cc3)coc2cc1OC1OC(CO)C(O)C(O)C1O (stereo not drawn),27,-1%,·,·
COc1ccccc1S(=O)(=O)Nc1cccc(-c2nnc3n2CCCCC3)c1,-13,-6%,7,-7%
COc1cccc(C2=CC(c3ccc(N(C)C)cc3)n3ncnc3N2)c1 (stereo not drawn),?,-19%,-1,20%
CCOCC(=O)Nc1cccc(NC(C)=O)c1,?,-1%,-1,1%
Cc1ccc(CC2CC(=O)N(c3ccncc3)C2=O)cc1 (stereo not drawn),26,-6%,-11,-4%
CCN(CC)S(=O)(=O)c1ccc(-c2nnc(SCC(=O)c3ccc(OC)cc3)o2)cc1,?,-10%,5,-7%
Cc1cccc(-n2ncc3c(NCc4ccc5c(c4)OCO5)ncnc32)c1,-19,-19%,12,24%
COCc1[nH]nc2c1C1(CCSCC1)C(C#N)=C(N)O2,4,0%,8,1%
Cc1ccccc1OCC(=O)NCCN(C)C,-25,6%,0,5%
CN1CC[C@@]2(CCN3CCc4c(oc5ccccc45)[C@@H]3C2)N(C)C1=O,·,-5%,-2,3%
C#C[C@@]1(O)CCC2C3CCc4cc(O)ccc4C3CC[C@@]21C (stereo partly drawn),·,-5%,·,-14%
O=C(NCCCCO)C(F)(F)C(F)(F)C(F)(F)C(=O)NCCCCO,24,-1%,-18,5%
Cc1nn(Cc2ccccc2)c(Cl)c1/C=N/NC(=O)CNc1cccc(C(F)(F)F)c1,18,-2%,·,·
COCCN(C(=O)CCC(=O)Nc1ccccn1)C(C(=O)NC1CCCC1)c1ccc(OC)cc1 (stereo not drawn),-5,3%,·,·
O=C(O)c1cccc([N+](=O)[O-])c1,·,0%,·,0%
Cc1c(N=Cc2ccncc2)c(=O)n(-c2ccccc2)n1C,-9,1%,-4,-3%
COc1ccc2nc(NCN3C(=O)c4ccccc4C3=O)sc2c1,·,-1%[11.4 µM],·,-6%[11.4 µM]
C=CCN1C(=O)/C(=C\c2ccc(Cl)cc2)N=C1SCC(=O)NCCC,?,5%,-7,-9%
CCOC(=O)C1CCN(c2nc3ccccc3nc2C(C#N)C(=O)OC(C)COC)CC1 (stereo not drawn),2,-5%,21,-7%
Cc1ccc2c(c1)[nH]c1c(=O)n(CCCN3CCOCC3)cnc12,?,5%,3,12%
Cc1ccc(S(=O)(=O)N2CCOCC2)cc1NC(=O)Cn1ccsc1=N,25,-5%,7,1%
CN(C)c1ccc(CNn2cnnc2)cc1,-15,-7%,5,0%
COc1ccc(/C=N/NC(=O)c2ccc(CSc3nc(C)cc(C)n3)cc2)c(OC)c1OC,76,3%,·,·
